# Screening results from PubChem.
# TNAP act hi DEA: increases human TNAP activity under high phosphate acceptor concentration; purified TNAP, CDP-star luminescence, 1 M DEA, 30 min; stronger effect = higher value; 0 = EDTA background, 1 = DMSO-only activity; 200,000 tested, under 10 active; activation factor at 20 µM;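 active = activation factor at least 2 at 20 µM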
# Target sequence (P05186 whole entry, looked up): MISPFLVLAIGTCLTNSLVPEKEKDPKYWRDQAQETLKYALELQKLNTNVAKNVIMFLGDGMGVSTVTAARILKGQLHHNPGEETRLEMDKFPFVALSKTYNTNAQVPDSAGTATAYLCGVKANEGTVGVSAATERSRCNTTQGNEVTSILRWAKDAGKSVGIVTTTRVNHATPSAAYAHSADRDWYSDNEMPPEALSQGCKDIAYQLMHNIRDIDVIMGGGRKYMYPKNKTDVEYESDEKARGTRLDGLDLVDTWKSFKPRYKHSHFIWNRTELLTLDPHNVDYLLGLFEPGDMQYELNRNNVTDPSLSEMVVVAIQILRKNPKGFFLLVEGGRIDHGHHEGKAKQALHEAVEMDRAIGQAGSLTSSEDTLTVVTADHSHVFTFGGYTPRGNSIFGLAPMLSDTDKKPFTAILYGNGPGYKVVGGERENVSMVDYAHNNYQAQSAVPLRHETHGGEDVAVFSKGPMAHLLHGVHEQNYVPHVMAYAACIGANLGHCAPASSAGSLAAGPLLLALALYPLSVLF
#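 Test system – human TNAP · Doses – 20 µM single point · Incubation – 30 min, room temperature · Signal – luminescent substrate turnover signal · Read-out basis – activation factor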
# PPARg SRC-1 ag: PPARgamma-driven SRC-1 recruitment agonism | activation, % at 8 µM | AID 631 | PPARgamma-SRC-1 coactivator recruitment biochemical assay | actives 0.41% (n = 200,000) | P37231; in the data active = activation above about 19%;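 also: 0% = DMSO and 100% = reference agonist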
# Target sequence (P37231 whole entry, looked up): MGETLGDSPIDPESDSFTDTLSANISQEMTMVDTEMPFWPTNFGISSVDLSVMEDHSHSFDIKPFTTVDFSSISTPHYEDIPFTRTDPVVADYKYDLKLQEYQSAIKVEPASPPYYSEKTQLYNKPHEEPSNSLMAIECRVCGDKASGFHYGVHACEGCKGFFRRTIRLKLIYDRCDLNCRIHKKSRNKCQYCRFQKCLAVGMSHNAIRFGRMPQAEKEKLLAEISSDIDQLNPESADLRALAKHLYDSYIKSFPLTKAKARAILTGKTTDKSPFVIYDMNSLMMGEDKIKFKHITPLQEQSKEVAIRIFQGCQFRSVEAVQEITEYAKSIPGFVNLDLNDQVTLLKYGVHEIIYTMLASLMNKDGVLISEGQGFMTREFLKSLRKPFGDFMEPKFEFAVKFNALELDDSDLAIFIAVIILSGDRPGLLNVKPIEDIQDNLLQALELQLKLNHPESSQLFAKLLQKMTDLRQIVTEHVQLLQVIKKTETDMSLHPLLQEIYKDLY
# SRC2 TRFRET art: counter-screen for PPARgamma SRC-2 recruitment agonists: TR-FRET artefact | stronger effect = higher value | TR-FRET ratio at 8 µM | actives 0.4% (n = 200,000); in the data active = TR-FRET ratio above about 2000; also: inactives centre near 1500; reference of the scale not given here
# bIAP inhibitor: blocks bovine intestinal alkaline phosphatase activity. inhibition, % at 20 µM. 190,000 tested, under 10 active. purified bovine IAP, CDP-star luminescence, 30 min;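 active = over 50% inhibition of intestinal alkaline phosphatase at 20 µM in the single-dose screen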
#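 Assay system: bovine IAP enzyme; medium: DEA buffer 100 mM, pH 9.8, with MgCl2 1.0 mM, ZnCl2 0.02 mM; doses: 20 µM single dose; incubation: enzyme reaction for 30 min at room temperature; detection: CDP-star luminescence signal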
# TNAP inh noacc: blocks human TNAP activity with no phosphate acceptor present | P05186 | purified TNAP, CDP-star luminescence, 30 min | inhibition, % at 20 µM | actives 0.26% (n = 200,000) | AID 1012;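 active = tissue-nonspecific alkaline phosphatase inhibition above about 50% at 20 µM in the single-dose screen, limit read from the data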;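 also: 0% = DMSO negative control and 100% = EDTA positive control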
# HMGR II inh: E. faecalis class II HMG-CoA reductase inhibition; inhibition, % at 10 µM; AID 1066; actives 0.41% (n = 190,000); purified E. faecalis HMGR, NADPH absorbance 340 nm kinetic;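 active = inhibition above a set limit, the median over all tested compounds plus 3 SD, cut at about 9.5% in these data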;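 also: enzyme runs in reverse so mevalonate oxidation gives rising NADPH absorbance; 0% = complete reaction with DMSO and 100% = background rate lacking mevalonate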
# PPARg SRC3 recr: agonists of human PPARgamma SRC-3 coactivator recruitment | P37231 | actives 0.26% (n = 200,000) | biochemical PPARgamma/SRC-3 coactivator recruitment assay | activation, % at 8 µM; in the data active = activation above about 23%;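 also: 0% = DMSO and 100% = reference agonist; some compounds past the cut are filed as inactive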
# PPARg SRC2 recr: promotes SRC-2 coactivator recruitment by human PPARgamma. P37231. PPARgamma LBD-SRC-2 recruitment, biochemical. activation, % at 8 µM. actives 0.34% (n = 200,000); in the data active = activation above about 22%;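 also: 0% = vehicle and 100% = reference agonist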
# TNAP inh hiacc: TNAP (human) inhibition, high acceptor; P05186; purified TNAP, CDP-star luminescence, 1 M DEA; inhibition, % at 20 µM; actives 0.03% (n = 200,000);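 active = over 50% inhibition of tissue-nonspecific alkaline phosphatase at 20 µM in the single-dose screen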;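 also: plate controls were DMSO wells for no effect and EDTA-quenched wells as full inhibition for full effect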
# bIAP act: increases bovine intestinal alkaline phosphatase activity | purified bovine IAP, CDP-star luminescence, 30 min; stronger effect = higher value; fold of DMSO-control signal, blank-subtracted | AID 1016 | actives 0.17% (n = 200,000) | activation factor at 20 µM;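 active = activation factor of 2 or more at 20 µM, a signal rise over negative controls twice the positive control's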
# Active calls of the source: *; / = no result given. This is a random part of the collection; about 1.6% have a hit in one of these screens.
# The first six records (preview)
SMILES,TNAP act hi DEA,PPARg SRC-1 ag,SRC2 TRFRET art,bIAP inhibitor,TNAP inh noacc,HMGR II inh,PPARg SRC3 recr,PPARg SRC2 recr,TNAP inh hiacc,bIAP act
CC1Cc2cc(/C(O)=C3/C(=O)C(=O)N(CCN4CCOCC4)C3c3cccc(Cl)c3)ccc2O1 (stereo not given),1,11,1834,4,-9,1,9,9,-4,1
Cc1cc(C)c2c(n1)nn1c(-n3ccnc3)cc(C)nc21,1,6,1591,-14,-4,6,3,9,0,1.1
CCN1CCN(CCC2Oc3cc([N+](=O)[O-])ccc3NC2=O)CC1 (stereo not given),1,11,1645,17,2,1,4,5,3,0.8
Cc1ccc(NC(=O)CC(NCC2CCCO2)C(=O)O)cc1C (stereo not given),1,4,1424,4,-9,-4,6,5,-2,1
Cc1cccc(NC(=O)CCc2c(C)nc3ncnn3c2C)n1,1.1,-1,1616,6,-13,-4,-11,-1,-8,0.9
O=C(CCSc1ccccc1)NC(=O)COC(=O)c1ccc(OC(F)F)cc1,1,8,1482,6,-11,0,0,0,0,0.9

# All compounds of this part, from the start:
SMILES,TNAP act hi DEA,PPARg SRC-1 ag,SRC2 TRFRET art,bIAP inhibitor,TNAP inh noacc,HMGR II inh,PPARg SRC3 recr,PPARg SRC2 recr,TNAP inh hiacc,bIAP act
CC1Cc2cc(/C(O)=C3/C(=O)C(=O)N(CCN4CCOCC4)C3c3cccc(Cl)c3)ccc2O1 (stereo not given),1,11,1834,4,-9,1,9,9,-4,1
Cc1cc(C)c2c(n1)nn1c(-n3ccnc3)cc(C)nc21,1,6,1591,-14,-4,6,3,9,0,1.1
CCN1CCN(CCC2Oc3cc([N+](=O)[O-])ccc3NC2=O)CC1 (stereo not given),1,11,1645,17,2,1,4,5,3,0.8
Cc1ccc(NC(=O)CC(NCC2CCCO2)C(=O)O)cc1C (stereo not given),1,4,1424,4,-9,-4,6,5,-2,1
Cc1cccc(NC(=O)CCc2c(C)nc3ncnn3c2C)n1,1.1,-1,1616,6,-13,-4,-11,-1,-8,0.9
O=C(CCSc1ccccc1)NC(=O)COC(=O)c1ccc(OC(F)F)cc1,1,8,1482,6,-11,0,0,0,0,0.9
Cn1c(SCC(=O)N2c3ccccc3Sc3ccccc32)nc2ccccc21,1,3,1703,4,-10,-7,7,3,-2,1
COC(=O)c1sc(N)c(C(=O)OC)c1COC(=O)CNS(=O)(=O)c1cccc(C#N)c1,1,1,1527,-11,-12,-5,4,7,1,1.1
C=CCNc1nnc(SC2CC(=O)N(c3ccc(OCCC)cc3)C2=O)s1 (stereo not given),1.1,6,1577,-2,21,0,3,9,-6,1
CCC(=O)Nc1cc(OC)c(NC(=O)c2ccccc2)cc1OC,1,-4,1410,18,-10,2,-9,10,-4,0.8
O=C(Nc1ccc(Cl)cc1)C1=Cc2cc(Cl)ccc2OC1,1,7,1789,4,-4,-2,5,10,2,1
CCn1c(SCC(=O)Nc2ncc(C(F)(F)F)cc2Cl)nnc1-c1ccccc1,1,7,1597,-6,4,-4,-1,9,-2,1.1
CCS(=O)(=O)N1CCN(C(=O)C(c2ccccc2)c2ccccc2)CC1,1,-4,1608,-3,-12,-2,-3,5,-4,1
COc1cccc(C2CC(c3ccccc3Cl)n3ncnc3N2)c1 (stereo not given),1,6,1504,3,-3,-2,5,6,-4,1
CCOC(=O)/C(C#N)=C\c1ccco1,1,-2,1553,8,-14,-4,-4,-3,3,0.9
Cc1nc2scc(-c3cccs3)c2c(=O)n1CC(=O)O,1,7,1478,1,-5,-2,6,7,5,1
O=C(O)c1ccccc1-n1c(-c2ccccc2)cc2c1CCCC2=O,1,6,1666,10,-9,0,4,8,-4,0.9
N#Cc1c(-c2ccccc2F)cc(-c2cccnc2)nc1N,1.1,0,1602,1,-6,4,4,-2,-8,1
O=C(Cc1cccs1)Nc1nnc(SCc2ccc(C(F)(F)F)cc2)s1,1,-1,1689,16,-18,-3,4,2,-2,0.8
CCOC(=O)CN1NC2(CCCC(C)C2)NC1=S (stereo not given),1,4,1575,10,-19,-9,5,13,0,0.9
CC(=O)[C@@H]1[C@@H]2C(=O)N(Cc3ccccc3)C(=O)[C@@H]2C2c3ccccc3C=CN21 (stereo not given in full),1,8,1548,-5,-6,4,10,8,-1,1
COCCNC(=O)c1cc(-c2ccncc2)nc2ccc(S(=O)(=O)N3CCOCC3)cc12,1,1,1510,5,-9,0,3,0,-3,1
C=C(C)CSc1nnc(CCNC(=O)OC(C)(C)C)o1,1,-3,1690,8,-9,-5,7,8,-5,0.9
CCCC(C)C(=O)NCc1ccc2c(c1)OCO2 (stereo not given),1,2,1433,0,-7,-4,0,10,-2,1
COc1ccccc1NC(=O)c1ccccc1-c1nc(-c2ccccc2OC)no1,1,5,1454,-2,-4,-2,-4,13,2,1
CCn1c(/C=C2\C(=O)Nc3ccccc32)nc2ccccc2c1=O,1,-4,1487,-1,-20,1,1,-11,-1,1
COc1cc(CNc2ccc(CNc3ncn[nH]3)cc2)ccc1OCC(=O)NC(C)(C)C,1.1,10,1670,-14,-76,0,6,6,-6,1.1
COc1ccc(OC)c(-n2c(-c3cccc(S(=O)(=O)N(C)C)c3)n[nH]c2=S)c1,1,14,1763,12,-5,1,4,-2,-2,0.9
Cn1ncc2c(NCc3ccccc3)ncnc21,1.1,5,1410,8,-8,-2,1,8,-5,0.9
FC(F)(F)c1cnc2c(c1)Nc1ccccc1S2,1.1,8,1433,8,-15,-11,-5,6,-6,0.9

# The closing 2 records of the section before lead into the next:
SMILES,TNAP act hi DEA,PPARg SRC-1 ag,SRC2 TRFRET art,bIAP inhibitor,TNAP inh noacc,HMGR II inh,PPARg SRC3 recr,PPARg SRC2 recr,TNAP inh hiacc,bIAP act
Cn1ncc2c(NCc3ccccc3)ncnc21,1.1,5,1410,8,-8,-2,1,8,-5,0.9
FC(F)(F)c1cnc2c(c1)Nc1ccccc1S2,1.1,8,1433,8,-15,-11,-5,6,-6,0.9
O=C(c1cccs1)N(c1ccc(Cl)cc1)C1C=CS(=O)(=O)C1 (stereo not given),1.1,-9,1421,-4,-3,-2,-1,-2,-6,1
Cc1ccc(N/N=C2\CS(=O)(=O)N(C)c3ccsc32)cc1,1,6,1583,-13,-15,-7,5,8,0,1.1
CC(O)c1cccc(NC(=O)CCCc2ccccc2)c1 (stereo not given),1,4,1492,3,-10,-1,1,7,-4,1
COC(=O)c1ccc(COc2ccc(-c3nn[nH]n3)cc2)cc1,1,6,1528,4,-6,-2,7,5,-2,1
CCCCNS(=O)(=O)c1ccc(OC)c(Cl)c1Cl,1,3,1640,16,-7,-1,11,2,-1,0.8
Cc1cc(C)n2nc(SCC(=O)Nc3ccccc3)nc2n1,1,-3,1418,-4,-6,-2,0,0,-4,1
CCNc1nc(N2CCCC2)nc(N2CCCC2)n1,1,5,1625,-37,-2,0,-2,-2,-3,1.4
Cn1nc(CC(=O)NC2CCCCCCCCCCC2)c2ccccc2c1=O,1.6,17,1402,-129,-216,4,5,-5,-56,2.3*
CCN1C(=O)C(F)(CC)C(=O)c2ccccc21 (stereo not given),0.9,1,1661,20,-9,-1,2,-2,5,0.8
Cc1cccc(Cn2c(SCCO)nc3c2c(=O)n(C)c(=O)n3C)c1,1,3,1635,-10,-5,-6,-8,-9,-2,1.1
CCN(CC)S(=O)(=O)c1ccc(Cl)c(C(=O)Oc2cccnc2)c1,1,0,1674,2,-2,-1,-8,3,1,1
COc1ccc(C2CC(c3ccc(OC)cc3)n3nc(NC(=O)c4ccco4)nc3N2)cc1 (stereo not given),1,6,1530,-26,-6,-2,3,2,1,1.3
O=C1NC(=O)C(CC(=O)N(Cc2ccco2)C2(C(=O)NC3CCCCC3)CCCCC2)N1 (stereo not given),1,-3,1632,-13,-11,2,-3,-5,-4,1.1
O=C(NCC(c1cccnc1)N1CCN(c2ccc(F)cc2)CC1)c1ccc2c(c1)OCO2 (stereo not given),1,1,1623,-11,-9,3,-9,4,-2,1.1
O=C(C1CC1)N1CCN=C1SCc1ccc(Cl)cc1,1,3,1564,5,-6,-1,-3,5,-2,1
CC(C)OCCCNC(=O)CCN1C(=O)COc2ccccc21,1.1,-1,1527,5,-6,1,0,4,-6,0.9
CCOc1ccc(NC(=O)c2ccc3snnc3c2)cc1,1,-6,1331,7,-5,0,10,-2,0,0.9
CCCCCC#CCC#CCC#CCC#CCCCC(=O)O,1,12,1537,15,-4,2,2,8,-1,0.8
C/C(Cl)=C/Cn1c(SCC(C)C)nc2c1c(=O)[nH]c(=O)n2C,1,/,/,11,0,/,/,/,3,0.9
COc1ccnc(NCc2cccc(C(F)(F)F)c2)c1C#N,1.1,6,1685,10,-10,2,6,3,-6,0.9
CCOC(=O)C(NCCCCl)c1ccccc1 (stereo not given),1.1,-4,1526,0,-15,-3,0,1,-5,1
COCc1cc(C)nc(Nc2ccc(C)c(C)c2)c1C#N,1,10,1673,7,-5,3,11,8,0,0.9
CNc1oc(-c2ccccc2Cl)nc1C#N,1,-1,1284,10,-8,-6,-8,-6,-4,0.9
CCC(=O)Nc1ccc(Oc2ccc(NC(=O)CC)c(NC(=O)CC)c2)cc1,1.1,-5,1477,8,-9,-4,3,-4,-5,0.9
O=C(NNC(=O)C(c1ccccc1)c1ccccc1)c1cccs1,1,0,1473,-39,-12,-3,-8,6,3,1.4
O=C(Nc1nnc(SCc2c(Cl)cccc2Cl)s1)C1CCCO1 (stereo not given),1,2,1526,4,-11,-5,-1,4,-4,1
COc1cc(N2CCOCC2)ncn1,1,1,1454,-8,-12,-4,-8,9,-4,1.1
COC(=O)/C=C/c1ccc2c(c1)OCO2,1,3,1584,-6,-15,-2,-1,-3,-2,1.1
CC(CN1CCN(C)CC1)OC(=O)c1ccc(Cl)cc1 (stereo not given),1.1,2,1344,4,-12,-2,-7,1,-6,1
CC(=O)Nc1cc(N=Cc2ccc(O)cc2O)c(Cl)cc1Cl,1,-1,1587,16,-4,2,5,8,4,0.8
O=C1[C@@H]2[C@H](C(=O)N1Cc1cccnc1)[C@H]1C=C[C@@H]2C1,1,1,1592,8,-7,-8,4,4,-1,0.9
COc1cc(/C=N\NC(=O)CNC(=O)C2COc3ccccc3O2)ccc1O (stereo not given),1,8,1602,4,-9,-2,2,8,3,1
CCOC(=O)c1sc(=S)n(C)c1NC(=O)c1ccccc1C,1,2,1481,7,-4,1,-5,0,4,0.9
N#CC1=C2SCN(Cc3ccco3)CN2C(=O)CC1c1c(F)cccc1Cl (stereo not given),1,3,1715,11,-12,-4,13,1,-5,0.9
O=C(O)CSc1nnc(CNc2ccccc2Cl)n1-c1ccccc1,1,8,1538,10,-12,-8,2,-2,-2,0.9
Cc1nn(C2CCS(=O)(=O)C2)c(C)c1C=O (stereo not given),1,6,1659,-3,-2,-7,6,6,-2,1
